Screening data as filed in PubChem BioAssay.
iPSC survival up = hiPSC single-cell survival enhancement. ATPlite luminescence; 100% = ROCK inhibitor wells, 0% = DMSO. survival enhancement, % at 20 µM. hit rate 0.044% among 360,000. AID 602274; in the data active = survival enhancement above about 18%;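 also: cells exposed to compounds for 16 hours before the ATP read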
Glyco luc inh = blocks N-linked glycosylation in D54 reporter cells; D54 ERlucT glycosylation luciferase reporter, 24 h; percent of 100 nM tunicamycin response; reporter increase, % at 12.5 µM; hit rate 0.23% among 360,000; AID 588692;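 active = mean luciferase reporter signal, scaled so untreated is 0 and the glycosylation-blocking control 100, at or above a set limit in every replicate; inconclusive = mean reaches the limit but not every replicate does; inactive = mean below the limit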;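 also: luciferase carries N-glycosylation sites so blocking glycosylation raises the light; 0% = median of neutral control wells and 100% = median of 100 nM tunicamycin wells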
ABCB6 inh MLPCN = blocks the human ABCB6 transporter. Q9NP58. K562-ABCB6 porphyrin accumulation, flow cytometry, 1 h; stronger effect = lower value. fluorescence ratio to DMSO, % at 10 µM. hit rate 0.19% among 360,000. AID 602162;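 active = fluorescence ratio to DMSO below 75%, the collection mean minus 3 SD; inconclusive = too few cells collected in the well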;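 also: signal is porphyrin accumulated inside mitochondria; 100% equals median channel fluorescence of DMSO control wells; lower ratio means ABCB6 inhibition with less porphyrin fluorescence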
Granule exo inh = blocks lytic granule exocytosis; AID 651702; TALL-104 LAMP-1 surface exposure, flow cytometry; cells stimulated with thapsigargin and PMA; inhibition, % at 10 µM; hit rate 0.66% among 360,000;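 active = inhibition above about 55%, limit read from the data; inconclusive = no clear call, values can overlap the other calls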
HTR2A ag = activates the mouse 5-HT2A serotonin receptor; CHO-K1 mHTR2A beta-arrestin complementation, luminescence; percent of 30 µM serotonin response; activation, % at 7.6 µM; hit rate 0.66% among 360,000; AID 624169;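 active = activation above a run cutoff, the mean activation of all tested compounds plus 3 SD, cut at about 14% in these data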;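 also: 0% = plate median of compound wells and 100% = 30 µM serotonin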
Cardio protect = myocardial damage modulation in H9c2 cells; H9c2 cardiomyocytes, H2O2 injury protection, ATPLite, 2 h; protection from H2O2 cell death, % at 20 µM; hit rate 0.63% among 360,000; AID 588492;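 active = compounds giving at least 50% protection of heart cells from peroxide-induced death in the single-dose screen, raw or plate-pattern-corrected value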;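 also: 0% = DMSO wells with peroxide and 100% = DMSO wells without peroxide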
MC4R antag cAMP = antagonists of human melanocortin 4 receptor (MC4R) | hit rate 0.48% among 360,000 | inhibition, % at 6.5 µM | MC4R-expressing cells, MTII-stimulated cAMP, LANCE TR-FRET;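 active = inhibition above its plate's cutoff, the mean of tested wells on that plate plus 3 SD, cut at about 29% in these data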;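 also: 0% = Melanotan II alone and 100% = Melanotan II plus saturating MCL0020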
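Material: U2OS-MC4R stable cell line | Reagent: Melanotan II challenge after compound preincubation | Doses: One concentration, 6.5 µM nominal | Incubation: 30-min compound preincubation, 1-h Melanotan II challenge, 1-h detection, room temperature | Signal: TR-FRET cAMP assay | Replicates: One well per compound, no replicates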
aDG glyco up = increases alpha dystroglycan glycosylation; Pro5-aDG cells, alpha-DG glycosylation AlphaScreen (IIH6); 0% Pro5, 100% B10-LARGE cell signal; activation, % at 10 µM; hit rate 0.22% among 360,000; AID 624168;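 active = activation of at least 8% versus controls, or a plate z-score of at least 8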;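 also: Pro5 are CHO cells carrying HIG-tagged alpha-DG that lacks glycosylation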
MC4R barr agon = human MC4R agonism via beta-arrestin; P32245; U2OS MC4R beta-arrestin complementation, luminescence; percent of melanotan II response, DMSO zero; activation, % at 8.9 µM; hit rate 0.98% among 360,000; AID 540308;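 active = activation above a per-plate cutoff, the mean activation of sample wells on that plate plus 3 SD, cut at about 8% in these data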
ABHD5 PLIN5 PPI = ABHD5-PLIN5 protein interaction inhibition; Q00G26+Q8WTS1; Split G. princeps luciferase complementation, luminescence, 4 h; inhibition, % at 4 µM; hit rate 0.78% among 360,000;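 active = inhibition above the mean inhibition across every tested compound plus 3 SD, cut at about 22% in these data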;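 also: 0% = DMSO only wells and the 100% control is not disclosed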
Target sequence (Q00G26 whole entry, looked up): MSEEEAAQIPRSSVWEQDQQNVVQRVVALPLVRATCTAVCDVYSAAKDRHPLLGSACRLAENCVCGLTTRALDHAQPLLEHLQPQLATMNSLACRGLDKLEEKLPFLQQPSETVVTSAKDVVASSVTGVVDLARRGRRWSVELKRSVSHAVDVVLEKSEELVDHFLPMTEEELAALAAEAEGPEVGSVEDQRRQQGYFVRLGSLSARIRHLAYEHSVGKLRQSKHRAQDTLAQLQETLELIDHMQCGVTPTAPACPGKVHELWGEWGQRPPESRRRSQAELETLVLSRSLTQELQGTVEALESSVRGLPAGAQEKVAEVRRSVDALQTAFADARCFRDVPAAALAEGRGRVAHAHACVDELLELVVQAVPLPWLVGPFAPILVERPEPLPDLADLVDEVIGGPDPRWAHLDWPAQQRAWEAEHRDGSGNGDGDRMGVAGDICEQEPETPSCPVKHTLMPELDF
Target sequence (Q8WTS1 whole entry, looked up): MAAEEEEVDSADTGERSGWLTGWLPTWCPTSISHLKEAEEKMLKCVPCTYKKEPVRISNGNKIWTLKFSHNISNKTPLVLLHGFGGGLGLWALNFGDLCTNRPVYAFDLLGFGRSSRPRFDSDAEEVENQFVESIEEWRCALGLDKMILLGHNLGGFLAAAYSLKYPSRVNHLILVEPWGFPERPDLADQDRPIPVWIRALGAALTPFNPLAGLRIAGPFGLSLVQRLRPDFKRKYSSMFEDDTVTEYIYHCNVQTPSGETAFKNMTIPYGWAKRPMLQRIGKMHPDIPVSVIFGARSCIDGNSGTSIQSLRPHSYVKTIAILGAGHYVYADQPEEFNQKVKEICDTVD
* hit, by the source's call; ? = inconclusive; · = not tested or not shown. An unsorted share of the library (roughly 4.5% active in at least one column).

SMILES	iPSC survival up	Glyco luc inh	ABCB6 inh MLPCN	Granule exo inh	HTR2A ag	Cardio protect	MC4R antag cAMP	aDG glyco up	MC4R barr agon	ABHD5 PLIN5 PPI
Cc1ccc(N(CCC#N)C(=O)CCl)cc1C	-1.9	-2	102	-3	-3	-3	8	1.9	-0.2	4
Cc1ccc(S(=O)(=O)Nc2nc(C)cc(NCCN)n2)cc1	1.7	2	102	0	9	6	-1	-0.1	-1.1	8
COc1cccc(-c2ccc(CN3C(C(C)C)C(=O)N(Cc4cn(CCC5OCCO5)nn4)CCS3(=O)=O)cc2)c1OC (stereo unspecified)	-3.9	2	98	-7	8	4	·	0.1	·	-4
CNc1snc(C)c1C(=O)OC(C)C(=O)NCc1ccccc1 (stereo unspecified)	1.6	-2	97	0	-3	-2	-1	1.7	-2.7	-3
COC(=O)[C@H](CC(C)C)NC(=O)NCc1ccc(Cl)cc1	-0.4	1	96	0	2	-6	11	-0.1	-2.3	0
Cc1ccc(-n2ncc3c(NCCCOC(C)C)ncnc32)c(C)c1	-3.5	-2	97	?	10	-3	-2	0.1	1.2	7
CCOC(=O)Cc1csc(NC(=O)CCNS(=O)(=O)c2ccc3c(c2)CCC(=O)N3)n1	-0.9	1	97	0	-4	8	7	-0.1	-1.1	0
Cc1ccccc1CC(=O)Nc1ccc(C(=O)N2CCCC2)cc1	0.0	2	93	1	3	-3	7	0.1	-2.7	6
CCOc1cc(NC(=O)c2ccco2)c(OCC)cc1NC(=O)CCc1ccccc1OC	-2.8	-1	100	2	-1	20	12	-0.4	2.6	-11
COC(=O)C1=C(C)NC(C)=C(C(=O)OC)C1C(=O)OCC(=O)N1CCCCC1C (stereo unspecified)	-0.2	1	94	6	11	2	-8	0.0	0.0	1
COc1cc(NC(=O)CN(C)Cc2cccc(F)c2)c(C)cc1[N+](=O)[O-]	-0.4	2	96	0	0	8	10	0.6	-2.7	-1
CCOc1cccc(NC(=O)C2CC(=O)N(c3ccc(F)cc3)C2)c1 (stereo unspecified)	-0.9	0	109	4	1	-6	5	-0.3	-2.4	3
COc1ccc(NC(=O)c2noc3c2CCCCC3)cc1	-0.8	-8	98	-4	-4	1	1	-0.1	-1.8	-7
Cc1cc(C)c2cc3c(N)c(C(=O)N4CCc5ccccc5C4)sc3nc2c1	2.7	-1	106	-5	-4	49*	-1	-0.2	1.1	-13
COc1ccc(Cc2nc3ccc(C(=O)NCC4CCOCC4)cc3o2)cc1OC	0.0	2	103	-1	4	3	8	0.1	-1.1	2
Cc1cc(C)cc(NC(=O)COc2coc(CN3CCc4ccccc4C3)cc2=O)c1	1.0	-1	93	-4	2	-15	2	0.0	0.9	-2

Six compounds already listed, sorted by their value in HTR2A ag, largest number first.
smiles	HTR2A ag
COC(=O)C1=C(C)NC(C)=C(C(=O)OC)C1C(=O)OCC(=O)N1CCCCC1C (stereo unspecified)	11
COc1ccc(Cc2nc3ccc(C(=O)NCC4CCOCC4)cc3o2)cc1OC	4
CCOc1cccc(NC(=O)C2CC(=O)N(c3ccc(F)cc3)C2)c1 (stereo unspecified)	1
COc1cc(NC(=O)CN(C)Cc2cccc(F)c2)c(C)cc1[N+](=O)[O-]	0
CCOc1cc(NC(=O)c2ccco2)c(OCC)cc1NC(=O)CCc1ccccc1OC	-1
COc1ccc(NC(=O)c2noc3c2CCCCC3)cc1	-4

More compounds follow.
SMILES	iPSC survival up	Glyco luc inh	ABCB6 inh MLPCN	Granule exo inh	HTR2A ag	Cardio protect	MC4R antag cAMP	aDG glyco up	MC4R barr agon	ABHD5 PLIN5 PPI
NCCCNC(=O)c1ccc(/C=N/O)nc1	-0.5	1	98	-2	-6	5	2	-0.1	-1.0	-7
O=C1CCC(C(=O)N(CCO)Cc2ccccc2)CN1CC1CCCCC1 (stereo unspecified)	-0.4	2	99	8	-4	0	3	0.1	-3.1	-4
C=CCn1c(SCC(=O)N(C)c2c(N)n(Cc3ccccc3)c(=O)[nH]c2=O)nnc1-c1ccccc1OC	0.4	2	95	-2	0	-4	13	0.0	-1.7	1
CCC(=O)c1c[nH]c(C(=O)NCCCN2CCOCC2)c1	1.9	0	103	0	-2	12	7	-0.1	-1.9	4
COc1ccccc1CC(=O)N1CCN(c2ccccc2)CC1	-0.5	0	99	-6	0	-4	0	0.0	-0.2	3
O=S(=O)(Cc1ccc(Cl)cc1)Oc1ccc(Cl)cc1	-2.7	-3	95	17	-5	-4	4	0.0	3.6	2
COc1ccc(C2(NC(C)=O)CCN(C(=O)c3cccs3)CC2)cc1	-0.3	1	98	0	4	-6	-4	-0.1	-0.9	-1
COc1ccc(C(C(=O)NCc2ccc(F)cc2)N(Cc2cccnc2)C(=O)c2snc(C(N)=O)c2N)cc1 (stereo unspecified)	0.4	2	99	8	-11	25	10	-0.1	-0.2	8
COc1ccccc1NC(=S)NCC1CCCO1 (stereo unspecified)	-2.4	2	97	1	-1	-4	-1	-0.1	0.1	3
COc1ccc(C(NC(=O)C2CCN(CCc3ccccc3)CC2)c2ccccn2)cc1 (stereo unspecified)	-0.8	-1	103	6	-3	0	9	0.0	-1.6	-2
CCOc1ccc(NC2OCC(O)C(O)C2O)c([N+](=O)[O-])c1 (stereo unspecified)	-1.3	2	97	0	1	3	-3	-0.2	-3.6	2
N#C/C(=C/c1ccc(OCc2ccc(C(=O)O)cc2)c(Br)c1)c1cccc(F)c1	3.0	3	98	-2	-1	2	34*	-0.3	-1.8	-4
N#Cc1ccc(S(=O)(=O)N2CCN(CC(=O)NCC3(N4CCOCC4)CCCCC3)CC2)cc1	-0.2	0	100	-2	7	-1	-1	0.1	-1.4	7
CCOC(=O)c1[nH]c(COC(=O)CCOc2ccccc2OC)c(C(=O)OCC)c1C	-0.4	22	91	-2	1	0	5	0.1	16*	-4
Cc1ccc(C(=O)N2CCc3ccccc32)o1	-2.9	-6	95	-2	1	-12	9	0.7	0.9	2
Cc1nc(NC(=O)COC(=O)CCS(=O)(=O)c2ccccc2Cl)c(Cl)cc1Cl	-1.7	2	95	1	-2	5	5	0.4	-1.0	10
CCCN(CCO)Cc1cccc(Cl)c1	-0.9	1	104	-4	5	8	-5	-0.1	1.5	8
CCCCCCCCCCOC(=O)Cn1c(COc2cccc(C)c2)[n+](C)c2ccccc21	-0.4	12	89	74*	0	-22	-5	0.0	19*	17
CCn1c(SCC(=O)N(C(C)C)C(C)C)nnc1-c1cc2ccccc2cc1O	-2.5	-3	91	2	-1	-3	9	1.3	0.2	-4
CCOc1ccc(-c2cn(-c3ccc(OC)cc3)c(SC)n2)cc1	0.6	1	98	-2	-4	1	6	0.0	2.6	5
CCc1ccccc1NC(=O)CCS(=O)(=O)c1ccc2c(c1)CCCN2C(C)=O	-0.1	1	113	2	-1	5	4	0.0	-0.8	-5
O=C(N/N=C/c1c[nH]c2ccccc12)c1cc(-c2ccc3ccccc3c2)n[nH]1	-3.7	4	93	11	1	15	-12	-0.1	1.1	3
Cc1cc(C(=O)CSc2nnnn2C)c(C)n1-c1cccc(F)c1	2.9	-5	98	0	-3	-8	2	0.1	-2.0	-3
O=C(NCc1ccc2c(c1)OCO2)c1ccc(CS(=O)Cc2ccc(Cl)cc2)o1 (stereo unspecified)	-0.1	-3	100	4	1	0	-1	0.0	-2.0	1
Cc1cccc(CSc2ccc3nnc(-c4ccccn4)n3n2)c1	0.0	7	85	-2	-4	6	10	-0.1	-0.1	-3
O=C1Nc2cc(S(=O)(=O)N3CCCC3)ccc2N2CCCC12 (stereo unspecified)	-1.4	2	85	2	-5	1	4	-0.2	-1.6	-40
O=C(OCC(=O)N1CCCC1=O)c1cccc([N+](=O)[O-])c1	-0.4	-1	108	-9	-4	-3	-2	-0.1	-3.2	-1
CNc1cncc(-c2ccc(NS(C)(=O)=O)cc2)n1	0.1	11	94	6	0	6	-1	-0.2	-1.7	-1
O=C(N/N=C/c1cccnc1)c1ccc(NC(=O)c2ccc(F)cc2)cc1	0.8	0	99	-14	1	-1	-2	0.0	0.1	-7
COc1ccc(-c2nc(CS(=O)CC(=O)NCCc3ccc(OC)c(OC)c3)c(C)o2)cc1 (stereo unspecified)	0.3	0	98	20	-1	-5	0	-0.3	3.2	8
COc1ccc([C@H]2CC(=O)C=C(c3cccc(C(C)C)c3)C2)cc1OC	-1.6	-7	95	-5	1	-26	14	1.0	2.5	-1
CCOC(=O)C1CCCN(C(=O)c2cc(-c3ccc(C)cc3)nc3ccccc23)C1 (stereo unspecified)	-0.7	-3	95	-1	2	-10	4	-0.6	0.6	9

Of the compounds above, these contain a furan ring, fused or not:
SMILES	iPSC survival up	Glyco luc inh	ABCB6 inh MLPCN	Granule exo inh	HTR2A ag	Cardio protect	MC4R antag cAMP	aDG glyco up	MC4R barr agon	ABHD5 PLIN5 PPI
CCOc1cc(NC(=O)c2ccco2)c(OCC)cc1NC(=O)CCc1ccccc1OC	-2.8	-1	100	2	-1	20	12	-0.4	2.6	-11
Cc1ccc(C(=O)N2CCc3ccccc32)o1	-2.9	-6	95	-2	1	-12	9	0.7	0.9	2
O=C(NCc1ccc2c(c1)OCO2)c1ccc(CS(=O)Cc2ccc(Cl)cc2)o1 (stereo unspecified)	-0.1	-3	100	4	1	0	-1	0.0	-2.0	1

The listing continues:
SMILES	iPSC survival up	Glyco luc inh	ABCB6 inh MLPCN	Granule exo inh	HTR2A ag	Cardio protect	MC4R antag cAMP	aDG glyco up	MC4R barr agon	ABHD5 PLIN5 PPI
O=C(CCNC(=O)c1ccc([N+](=O)[O-])cc1)NCc1ccccc1	0.0	0	96	1	4	1	7	0.2	-2.9	3
O=[N+]([O-])c1ccc(S(=O)(=O)CC2CSc3nc4ccccc4n32)cc1 (stereo unspecified)	1.2	-3	97	-1	4	-17	-5	1.5	2.4	9
COc1cccc(C(=O)CC(=O)C(=O)Nc2cc(OC)ccc2OC)c1	0.6	2	100	-7	5	-4	14	0.0	-0.6	5
CCCC(=O)N(Cc1cc(=O)[nH]c2ccccc12)c1ccc(C)cc1	-0.2	-4	88	42	2	5	3	0.1	1.4	-4
CC1CC(C)CN(CC(=O)NC(c2ccccc2)c2ccccc2)C1 (stereo unspecified)	0.1	-8	91	1	0	-2	1	0.3	0.3	3
CCC(=O)N1COC[C@@H]1Cc1ccccc1	-0.5	2	98	1	0	5	1	-0.2	-2.5	-8
O=c1cc(CSc2ccccn2)[nH]c(=O)[nH]1	-1.5	1	104	5	-4	2	14	-0.2	-0.2	-4
